High-throughput results: PubChem BioAssay, several laboratories
Cardiac RTF inh: cardiac RTF calcium desensitization | IANBD-labeled cardiac RTF, Ca2+ fluorescence | inhibition, % at 7.15 µM | 340,000 tested, 0.12% active;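 active = inhibition above the mean inhibition of all tested compounds plus 3 SD, cut at about 17% in these data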;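 also: assay run at fixed EC70 calcium of 1.6 mM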
cardiac RTF act: increases calcium sensitivity of human cardiac regulated thin filaments; 340,000 tested, 0.24% active; activation, % at 7.2 µM; P19429+P45379; IANBD-labeled TnC RTF fluorescence at EC20 calcium; 0% EC20 calcium, 100% full calcium;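 active = activation above the mean over all tested compounds plus 3 SD, cut at about 30% in these data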;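 also: rise in fluorescence read as greater calcium sensitivity of cardiac thin filaments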
CAL-PDZ inh HTS: inhibitors of human CAL PDZ peptide binding | purified CAL PDZ, TMR-peptide fluorescence polarization, 1 h | inhibition, % at 24.9 µM | 300,000 tested, 0.92% active;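 active = mean inhibition of at least 30% with at least half of replicates also reaching 30%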;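 also: 0% = DMSO neutral control and 100% = excess unlabeled competitor peptide PRC23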
OPRM1-OPRD1 inv: mu-delta opioid heterodimer inverse agonism; 340,000 tested, 0.21% active; inhibition, % at 9.3 µM; cell-based MOR-DOR heterodimer luminescence; in the data active = inhibition above about 22%, passing the limit was not always enough;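 also: 0% = cells with DMSO and 100% = wells without cells with DMSO; values of inactives mirror those of a sister screen read the other way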
HTR5A ag ctr: counter-screen for OPRM1-OPRD1 agonists: human HTR5A agonism; activation, % at 9.3 µM; HTR5A agonist assay, luminescence, cell-based; P47898; 340,000 tested, 0.61% active; in the data active = activation mostly above about 9.5%, no sharp cut-off; inactive = mostly below about 7.6%;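 also: 0% = cells with vehicle only and 100% = reference agonist; strong numbers were not always called active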
Target sequence (P47898 whole entry, looked up): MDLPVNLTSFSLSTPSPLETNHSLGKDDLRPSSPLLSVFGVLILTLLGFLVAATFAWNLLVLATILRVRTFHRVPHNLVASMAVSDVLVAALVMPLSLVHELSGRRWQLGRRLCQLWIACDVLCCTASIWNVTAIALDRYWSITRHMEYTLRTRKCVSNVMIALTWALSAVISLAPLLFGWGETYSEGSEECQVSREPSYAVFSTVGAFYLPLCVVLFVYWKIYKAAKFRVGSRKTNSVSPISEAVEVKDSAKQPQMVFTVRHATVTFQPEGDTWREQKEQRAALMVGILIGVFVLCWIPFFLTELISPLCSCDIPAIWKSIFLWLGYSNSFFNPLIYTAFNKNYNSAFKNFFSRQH
HTR5A inv ctr: inverse agonist of human HTR5A in OPRM1-OPRD1 counter-screen; inhibition, % at 9.3 µM; P47898; HTR5A cell line, luminescence, inverse agonism; 340,000 tested, 0.083% active; in the data active = inhibition mostly above about 23%, no sharp cut-off; inactive = mostly below about 18%;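 also: 0% = cells with DMSO and 100% = no-cell wells with DMSO; some compounds called inactive have numbers as strong as hits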
LANA DNA inh: inhibitors of KSHV LANA C-terminal domain DNA binding. AID 504423. inhibition, % at 9 µM. MBP-C-LANA/FAM-LBS DNA binding, fluorescence polarization. 340,000 tested, 0.078% active;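 active = highest replicate inhibition at or above 60% at 9 µM, even if other replicates fall short; inactive = all replicates below 60% inhibition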;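 also: 0% = neutral control wells and 100% = 4 µM acridine orange control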
Keap1 Nrf2 FP: disrupts human Keap1 binding to Nrf2 peptide; Keap1 Kelch-Nrf2 peptide fluorescence polarization, 1536-well; 340,000 tested, 0.15% active; AID 504523; inhibition, % at 9.4 µM; in the data active = inhibition above about 12%;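 also: human Keap1 Kelch domain with fluorescein labeled Nrf2 9mer peptide probe; 0% = neutral control wells and 100% = peptide positive control; higher means more block of Keap1 binding to Nrf2 peptide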
Target sequence (Q14145 whole entry, looked up, the tested form may be a part): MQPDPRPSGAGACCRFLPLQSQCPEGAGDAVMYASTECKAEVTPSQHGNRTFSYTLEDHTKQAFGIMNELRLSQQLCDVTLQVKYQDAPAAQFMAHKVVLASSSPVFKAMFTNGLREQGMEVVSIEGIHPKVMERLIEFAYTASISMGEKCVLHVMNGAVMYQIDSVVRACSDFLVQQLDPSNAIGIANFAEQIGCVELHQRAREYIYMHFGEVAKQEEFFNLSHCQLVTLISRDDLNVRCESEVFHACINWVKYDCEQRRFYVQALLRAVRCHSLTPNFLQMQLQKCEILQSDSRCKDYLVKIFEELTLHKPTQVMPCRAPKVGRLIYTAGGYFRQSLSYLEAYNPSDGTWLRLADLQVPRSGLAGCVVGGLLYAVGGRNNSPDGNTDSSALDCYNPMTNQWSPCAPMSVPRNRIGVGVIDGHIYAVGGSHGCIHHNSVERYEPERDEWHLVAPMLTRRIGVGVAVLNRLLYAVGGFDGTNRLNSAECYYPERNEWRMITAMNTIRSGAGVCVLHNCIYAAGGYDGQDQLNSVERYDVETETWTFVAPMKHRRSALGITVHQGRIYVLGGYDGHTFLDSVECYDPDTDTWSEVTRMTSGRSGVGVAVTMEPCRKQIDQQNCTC
MOR-DOR ag: agonists of human mu-delta opioid receptor heterodimerization; 340,000 tested, 0.3% active; P35372+P41143; activation, % at 9.3 µM; cells, OPRM1-OPRD1 heterodimerization, luminescence; AID 504326; in the data active = activation above about 18%;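 also: 0% = vehicle-treated cells and 100% = reference agonist; values of inactives mirror those of a sister screen read the other way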
V-ATPase pH: yeast V-ATPase proton transport regulation by pHLuorin | AID 504577 | S. cerevisiae, pHLuorin cytosolic pH fluorescence | 350,000 tested, 0.37% active | response, % at 10 µM; in the data active = response mostly above about 7.3%, no sharp cut-off; inactive = mostly below about 5.4%; also: actives read high; inactives centre near 0; some compounds called inactive have numbers as strong as hits; reference of the scale not given here
* hit, by the source's call; . = not tested or not shown.

SMILES,Cardiac RTF inh,cardiac RTF act,CAL-PDZ inh HTS,OPRM1-OPRD1 inv,HTR5A ag ctr,HTR5A inv ctr,LANA DNA inh,Keap1 Nrf2 FP,MOR-DOR ag,V-ATPase pH
Cc1ccc(N(CC(=O)Nc2ccc(Br)c(C)c2)S(=O)(=O)c2c(C)[nH]c(=O)[nH]c2=O)cc1,1,-3,-6,6,1,-3,-0.1,-2,-1.1,2
COc1ccc(NS(=O)(=O)c2ccc3oc(SCc4ccc(F)cc4)nc3c2)cc1,1,3,2,-30,10,-35,-0.5,-3,5.3,0
CCOc1ccc(OCc2cccc(C(=O)N3CCCCCC3)c2)cc1,-22,12,-3,-2,6,-8,-0.5,-4,0.3,0
O=C(O)C1CSC(c2ccco2)N1 (configuration not stated),4,-11,3,10,2,-6,17,6,-1.9,-2
COC(=O)Cc1[nH]nc2c1C(c1ccc(O)c(OC)c1)C(C#N)=C(N)O2 (configuration not stated),-16,1,-4,1,4,9,2.0,-5,-0.2,0
Cc1noc(C)c1C(=O)OCC(=O)Nc1ccc(C(N)=O)cc1,-4,-2,0,-1,2,-6,0.7,2,0.1,1
Cc1ccc(S(=O)(=O)Nc2ncnc3sccc23)cc1C,-7,3,-2,12,-1,3,2.4,-4,-2.9,1
NS(=O)(=O)c1ccc(NC(=O)Nc2ccc3c(c2)OCO3)cc1,-1,-3,1,8,5,8,-0.5,-3,-2.5,-5
CC(C)(C)NC(=O)CSc1nnc(-c2ccncc2)o1,3,-12,4,-42,-3,8,0.2,-6,7.0,-1
Cc1cc(C)cc(C(=O)N2CCC(CCC(=O)NC3CC3)CC2)c1,-13,-3,7,-8,1,27,-0.8,5,1.5,-4
CC(CCc1ccccc1)NS(=O)(=O)c1ccccc1F (configuration not stated),4,-7,-5,-17,12,-19,-1.0,4,2.6,0
Cc1cc(NC(=O)c2cccnc2)ccc1NC(=O)c1ccco1,-5,1,-1,2,1,-3,-1.4,2,-0.3,-4
CCOc1ccc(OCC(=O)Nc2c3c(nn2C(C)(C)C)CS(=O)(=O)C3)cc1,-4,-3,-3,9,3,-8,1.0,-2,-1.6,2
Cc1cccc2cc(CN(Cc3cccnc3)C(=O)c3ccccc3F)c(Cl)nc12,-9,4,0,9,13,-6,-1.7,-2,-1.5,-2
Cc1ccccc1NC(=O)COc1ccc2c(c1)OC(C)(C)CC2=O,-7,7,.,11,-2,-4,0.5,0,-2.3,-2
Cc1[nH]n(-c2ccccc2)c(=O)c1N=Nc1ccc(C(=O)O)cc1,-6,0,-7,15,4,-15,-0.6,-1,-3.2,-1
CCOC(=O)C1CCN(C2=NC(=O)/C(=C/c3ccc(OC)c(OC)c3)S2)CC1,-2,-2,-10,16,1,-5,-1.6,-6,-3.5,-2
Cc1ccc(/C=N/n2nnnc2N)cc1[N+](=O)[O-],1,2,-3,8,0,0,-0.6,-3,-1.3,-5
Cc1c(C(=O)OCC(=O)NC(C)c2ccccc2)oc2ccccc12 (configuration not stated),1,-4,-3,18,2,-6,0.0,0,-3.3,1
O=C(CSc1ncn[nH]1)c1ccc(OC(F)F)cc1,-4,5,1,0,1,-3,0.3,-5,0.1,2
O=C(CSc1nnc(-c2ccccc2)n1Cc1ccccc1)NC1CC1,-11,8,-2,12,-2,-14,1.4,1,-2.6,2
O=[N+]([O-])c1ccc(Cl)cc1Sc1nc2ccccc2o1,-15,-4,.,-33,4,4,0.2,-2,5.8,4
NC(=O)c1sc2nc3c(cc2c1N)CCC3,-13,-2,-5,9,-2,-3,0.7,-6,-1.7,-3
COc1ccc(-c2sc3ccc(N4CCOCC4)cc3c2C#CCCO)cc1,-6,-11,1,-4,1,-44,1.6,3,0.6,-5
O=C(COC(=O)C1CC2C=CC1C2)NCc1ccco1 (configuration not stated),6,-3,0,14,4,-6,0.4,-9,-2.5,2

13 of the compounds above, with values under each structure.
Each structure is followed by: Cardiac RTF inh | cardiac RTF act | CAL-PDZ inh HTS | OPRM1-OPRD1 inv | HTR5A ag ctr | HTR5A inv ctr | LANA DNA inh | Keap1 Nrf2 FP | MOR-DOR ag | V-ATPase pH
> Cc1ccc(N(CC(=O)Nc2ccc(Br)c(C)c2)S(=O)(=O)c2c(C)[nH]c(=O)[nH]c2=O)cc1
→ 1 | -3 | -6 | 6 | 1 | -3 | -0.1 | -2 | -1.1 | 2
> COc1ccc(NS(=O)(=O)c2ccc3oc(SCc4ccc(F)cc4)nc3c2)cc1
→ 1 | 3 | 2 | -30 | 10 | -35 | -0.5 | -3 | 5.3 | 0
> CCOc1ccc(OCc2cccc(C(=O)N3CCCCCC3)c2)cc1
→ -22 | 12 | -3 | -2 | 6 | -8 | -0.5 | -4 | 0.3 | 0
> O=C(O)C1CSC(c2ccco2)N1 (configuration not stated)
→ 4 | -11 | 3 | 10 | 2 | -6 | 17 | 6 | -1.9 | -2
> COC(=O)Cc1[nH]nc2c1C(c1ccc(O)c(OC)c1)C(C#N)=C(N)O2 (configuration not stated)
→ -16 | 1 | -4 | 1 | 4 | 9 | 2.0 | -5 | -0.2 | 0
> Cc1noc(C)c1C(=O)OCC(=O)Nc1ccc(C(N)=O)cc1
→ -4 | -2 | 0 | -1 | 2 | -6 | 0.7 | 2 | 0.1 | 1
> Cc1ccc(S(=O)(=O)Nc2ncnc3sccc23)cc1C
→ -7 | 3 | -2 | 12 | -1 | 3 | 2.4 | -4 | -2.9 | 1
> NS(=O)(=O)c1ccc(NC(=O)Nc2ccc3c(c2)OCO3)cc1
→ -1 | -3 | 1 | 8 | 5 | 8 | -0.5 | -3 | -2.5 | -5
> CC(C)(C)NC(=O)CSc1nnc(-c2ccncc2)o1
→ 3 | -12 | 4 | -42 | -3 | 8 | 0.2 | -6 | 7.0 | -1
> Cc1cc(C)cc(C(=O)N2CCC(CCC(=O)NC3CC3)CC2)c1
→ -13 | -3 | 7 | -8 | 1 | 27 | -0.8 | 5 | 1.5 | -4
> CC(CCc1ccccc1)NS(=O)(=O)c1ccccc1F (configuration not stated)
→ 4 | -7 | -5 | -17 | 12 | -19 | -1.0 | 4 | 2.6 | 0
> Cc1cc(NC(=O)c2cccnc2)ccc1NC(=O)c1ccco1
→ -5 | 1 | -1 | 2 | 1 | -3 | -1.4 | 2 | -0.3 | -4
> CCOc1ccc(OCC(=O)Nc2c3c(nn2C(C)(C)C)CS(=O)(=O)C3)cc1
→ -4 | -3 | -3 | 9 | 3 | -8 | 1.0 | -2 | -1.6 | 2

Copied from the list.
For Cardiac RTF inh, Cc1ccc(S(=O)(=O)Nc2ncnc3sccc23)cc1C is listed with -7
For HTR5A inv ctr, O=C(COC(=O)C1CC2C=CC1C2)NCc1ccco1 (configuration not stated) is listed with -6

New compounds follow.
SMILES,Cardiac RTF inh,cardiac RTF act,CAL-PDZ inh HTS,OPRM1-OPRD1 inv,HTR5A ag ctr,HTR5A inv ctr,LANA DNA inh,Keap1 Nrf2 FP,MOR-DOR ag,V-ATPase pH
COc1ccc(N2CC(C(=O)Nc3ccccc3N3CCCC3)CC2=O)c(OC)c1 (configuration not stated),-11,-4,.,2,-6,16,0.4,-4,-0.3,3
CCOc1ccc(NC(=O)CSc2nnc(Cn3cnc([N+](=O)[O-])n3)n2CC)cc1,-4,1,-5,-8,1,-2,-1.8,2,1.6,5
CN1C(=O)C2(OCC(CO)([N+](=O)[O-])CO2)c2ccccc21 (configuration not stated),3,2,0,10,8,-32,-0.4,-2,-1.7,0
Cc1ccc(S(=O)(=O)NCCC(=O)OCC(=O)Nc2ccccc2Cl)cc1,-5,0,.,-2,4,20,2.0,-2,0.3,2
CC(C)CCn1c(COc2ccccc2)n[nH]c1=S,5,-2,-1,7,1,-13,0.3,-4,-1.4,2
CCOc1ccc(S(=O)(=O)N2CCC(C(N)=O)CC2)c2ccccc12,-10,4,1,-10,-1,5,-1.0,0,1.7,22*
Cc1ccc(Cn2nnc3c(=O)n(CC(=O)NCC4CCCO4)cnc32)cc1 (configuration not stated),-36,-3,-5,-9,-5,10,1.5,1,1.5,2
C/C(=N\O)C1(C)N(O)C(C)(C)C(c2ccco2)=[N+]1[O-] (configuration not stated),3,1,-2,10,9,-23,-0.6,-1,-2.0,-3
O=C(N/N=C/c1cnc2ccccc2n1)c1cccc(F)c1,-15,8,-8,6,0,-14,-1.1,1,-1.1,3
Cc1ccc(-c2c(C(=O)N/N=C/c3ccoc3)nnn2-c2nonc2N)cc1,2,-3,-5,19,-4,8,-0.7,-2,-3.7,-2
COc1ccc(OC)c(CCNC(=O)CCn2ccc3cc(S(=O)(=O)N4CCCC4)ccc32)c1,1,-6,-2,10,1,0,-2.0,1,-1.9,0
O=C1Nc2cc(C(=O)NCCCN3CCOCC3)ccc2S/C1=C/c1ccccc1F,-7,-8,-5,4,-2,7,3.4,7,-0.7,2
CC(C(=O)O)N1C(=O)CSC1=S (configuration not stated),-1,1,-3,10,-2,11,2.7,0,-2.1,-5
CC(C)=CCC/C(C)=C/CN(CC(C)O)CC(C)O (configuration not stated),-6,3,.,11,-1,3,-1.0,-3,-2.1,2
O=C(CCNC(=O)c1ccc(Br)cc1)Nc1ncccc1O,0,0,.,17,-2,4,-1.7,-1,-3.2,2
CC(C)CNC(=O)c1ccccc1NC(=O)c1ccc(CN2CCOCC2)cc1,0,-2,-2,16,3,-6,0.7,3,-2.9,4
O=C1c2cccnc2C(=O)N1Cc1ccc(F)cc1,2,4,-4,13,-2,-44,-1.7,3,-2.3,5
COC(=O)C1=C(N)Oc2cc(C)n(C)c(=O)c2C1c1ccc(Cl)c(Cl)c1 (configuration not stated),-18,2,-1,-1,-7,19,-2.9,2,0.2,0
COc1ccc(CN=C2Nc3ccccc3CS2)cc1,-9,3,-2,-17,-1,3,-2.6,-5,3.9,1
Cc1ccc(Cl)cc1-n1ncc2c(NNC(=O)c3ccco3)ncnc21,-2,2,1,8,-3,10,0.4,-1,-1.7,-3
CCOc1ccc(C(=O)N2CCN(c3ccccn3)CC2)cc1OCC,-17,-7,-4,4,-3,10,0.7,-5,-0.9,-3
COc1ccc(C)cc1NC(=O)Nc1ccncc1,-5,4,.,9,6,-15,-1.2,-3,-1.2,1
O=C(CC1SC(N2CCCC2)=NC1=O)Nc1ccc(C(=O)Nc2ncccc2O)cc1 (configuration not stated),-8,10,-2,18,1,-2,2.2,-7,-3.3,3
O=C1CCCc2nc(N3CCN(C(c4ccccc4)c4ccccc4)CC3)ncc21,-5,-5,0,10,2,-2,2.7,-6,-1.7,-4
CC1CN(C2CCN(S(=O)(=O)c3ccc(F)cc3)CC2)CC(C)O1 (configuration not stated),-2,1,-3,10,-1,2,0.9,1,-1.9,-3
CC(C)(C)c1csc(NC(=O)c2c(F)c(F)c(F)c(F)c2F)n1,-1,-11,0,0,4,-15,-1.5,-1,0.1,2
CC1CN(C(=S)Nc2ccc(Br)cc2)CC(C)O1 (configuration not stated),-12,3,-1,-5,0,0,-0.8,-1,1.1,-2
